Screening data: PubChem BioAssay, several laboratories
Salmonella PhoP GFP: inhibitors of PhoP regulon expression, primary screen, Salmonella Typhimurium, GFP reporter (AID 1863); 0.16% of 300,000 active; S. Typhimurium PhoP-regulated promoter GFP reporter, 4 h; higher % means a stronger effect; one-dose inhibition, % at 50 µM; IC50 in µM for titrated hits;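 active = inhibition over 29.93%, a cutoff 3 SD above the screen mean, later confirmed by dose response; inconclusive = inhibition over 29.93% but no dose response follow-up; inactive = inhibition at most 29.93% or unconfirmed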;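 also: 0% = low Mg2+ inducing control and 100% = high Mg2+ repressing control; strong numbers were not always called active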
West Nile virus CPE: West Nile virus antiviral activity, cell-based, CPE readout (AID 1621); 0.02% of 290,000 active; CPE inhibition, % at 10 µM, or IC50 in µM where a hit was titrated; West Nile virus-infected cells, CPE inhibition; higher % means a stronger effect; in the data active = a potency from the dose series; inconclusive = CPE inhibition mostly from about 3.7% at the one dose, without a potency; inactive = the rest, 99 in 100 with CPE inhibition below about 2.2%; also: strong numbers were not always called active
Rac1 GTP hydrolysis: MgcRacGAP GTPase-activating activity inhibitors, confirmation, biochemical, ADP Hunter fluorescence; Rac GTPase-activating protein 1 (Homo sapiens); MgcRacGAP-stimulated Rac1 GTP hydrolysis, ADP Hunter fluorescence; higher % means a stronger effect; GST-tagged Rac1 F28L mutant substrate; inhibition, % at 30 µM; hits with a dose series show IC50 in µM; 0.6% of 340,000 active; AID 624330, 2012;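 active = first-screen hits whose inhibition reached a set limit at any dose in the follow-up dose series; inconclusive = inhibition above the set first-screen limit but never retested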;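 also: fluorescence reports GDP produced by GAP-driven GTP hydrolysis; strong numbers were not always called active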
GPR35 arrestin U2OS: GPR35 antagonists blocking zaprinast-driven arrestin recruitment, primary screen, imaging, U2OS, beta-arrestin-GFP, zaprinast agonist (AID 2058); U2OS GPR35 beta-arrestin-GFP translocation imaging, zaprinast antagonism; higher % means a stronger effect; one-dose inhibition, % at 10 µM; IC50 in µM for titrated hits; 0.052% of 290,000 active;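 active = inhibition of at least 50% with at least 30 cells and total cytoplasm GFP at most 10,000,000; inconclusive = under 30 cells or total GFP of 10,000,000 plus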
LYP inhibition: inhibitors of LYP phosphatase, biochemical, fluorescence intensity, uHTS (AID 1779); 0.054% of 290,000 active; recombinant LYP phosphatase, fluorescence intensity; higher % means a stronger effect; Tyrosine-protein phosphatase non-receptor type 22 (Homo sapiens); inhibition, % at 11.5 µM, or IC50 in µM where a hit was titrated; in the data active = inhibition above about 50%;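 also: plate controls were vehicle with enzyme for no effect and no enzyme for full effect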
NS5 inhibitors: Dengue-2 NS5 methyltransferase inhibitors, primary screen, biochemical, confirmation dose response (AID 588689); Genome polyprotein (Dengue virus type 2 (strain 16681-PDK53)); Dengue-2 NS5 methyltransferase capping enzyme assay, biochemical; higher % means a stronger effect; inhibition, % at 25 µM; hits with a dose series show IC50 in µM; 0.3% of 340,000 active; in the data active = a potency from the dose series; inconclusive = inhibition above about 29% without an active follow-up result
ER stress rescue: rescue of cells from ER stress-induced death, primary screen, 384-well, CSM14.1, thapsigargin, ATP luminescence (AID 1222); CSM14.1 thapsigargin-induced death rescue, ATP luminescence; higher % means a stronger effect; 190,000 tested, under 10 active; cellular ATP content (survival), % at 20 µM, or EC50 in µM where a hit was titrated;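 active = EC50 below 50 µM in the dose-response confirmation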;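 also: death triggered by thapsigargin at about 15 µM added after 2 h compound pretreatment; cell ATP read after overnight thapsigargin exposure of roughly 18 to 22 hours; normalized against plate controls of thapsigargin alone and 5% DMSO vehicle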
Large T inhibition: SV40 large T antigen inhibitors, biochemical (AID 1903). SV40 large T antigen ATPase/helicase inhibition assay; higher % means a stronger effect. 0.39% of 310,000 active. one-dose inhibition, % at 20 µM; IC50 in µM for titrated hits; in the data active = a potency from the dose series; inconclusive = inhibition mostly from about 32% at the one dose, without a potency; inactive = the rest, 99 in 100 with inhibition below about 32%; also: strong numbers were not always called active
RSV CPE inhibition: RSV antiviral activity via CPE protection, HEp-2 cells, primary 10 µM value included (AID 2391). HEp-2 cells, RSV-induced CPE inhibition; higher % means a stronger effect. CPE inhibition, % at 10 µM; hits with a dose series show IC50 in µM. 0.13% of 310,000 active; in the data active = a potency from the dose series; inconclusive = CPE inhibition mostly from about 23% at the one dose, without a potency; inactive = the rest, 99 in 100 with CPE inhibition below about 21%; also: strong numbers were not always called active
NS5 inhibitors pilot replicate: also measured in NS5 inhibitors; calls as there; inhibition, %; measured here: pilot screen replicate inhibition
* = called active by the depositor; ? = inconclusive; nt = not tested or not shown; & = joins results of further samples.

SMILES	Salmonella PhoP GFP	West Nile virus CPE	Rac1 GTP hydrolysis	GPR35 arrestin U2OS	LYP inhibition	NS5 inhibitors	ER stress rescue	Large T inhibition	RSV CPE inhibition	others
COc1nc(C#N)c(N2CCOCC2)o1	-9%	0.1%	6%	3%	-6%	-2%	nt	0%	0.5%
CN(C)C(=O)CSCc1c(Cl)cccc1Cl	3%	0.8%	-4%	3%	-6%	nt	0.3%	2%	1.1%
O=C(O)C1(c2ccccc2)CCN(S(=O)(=O)c2ccccc2)CC1	-1%	-0.2%	2%	9%	-5%	-5%	nt	10%	0.6%
Cn1cc(CNC(=O)c2sc3cccc(Cl)c3c2Cl)cn1	-2%	-0.5%	7%	-10%	-1%	-8%	6.3%	5%	4.5%
CCOC(=O)c1c(NC(=S)Nc2ccccc2)sc2c1CCN(CC)C2	-22%	0.9%	20%	-4%	0%	-25%	-1.7%	14%	0.0%
COc1ccc(C2(CNC(=O)c3ccc(Br)o3)CCOCC2)cc1	4%	-0.2%	3%	5%	-4%	-7%	2.3%	14%	-0.1%
COc1cccc2c1Oc1cc([N+](=O)[O-])cc(N(C)C(C)=O)c1C=C2	nt	1.5%	4%	-1%	-6%	-1%	nt	17%	0.2%
CCC1CCCCN1C(=O)c1ccc(OC2CCN(Cc3ccccn3)CC2)cc1 (stereo not drawn)	-7%	-0.4%	4%	2%	-10%	5%	nt	31%	0.1%
C/C(=N\Nc1ccc(Cl)cc1)c1c(O)cc(C)oc1=O	6%	0.3%	nt	-5%	-6%	nt	-0.6%	1%	-1.3%
Cc1ccc(C(=O)Nc2nccc(-c3cccs3)n2)cc1	7%	-1.1%	9%	-4%	-4%	-3%	-4.9%	21%	-0.9%
NC(=O)N/N=C/c1cccc(C(F)(F)F)c1	-1%	0.8%	-6%	17%	-7%	-5%	nt	3%	-2.6%
CC(C)(C)CC(C)(C)NC(=O)/C=C/C(=O)O	2%	-0.2%	3%	-4%	-6%	-2%	nt	4%	1.3%
O=C(CCc1ccccc1)NC(=S)Nc1cccc(C(=O)O)c1	10%	-0.6%	6%	12%	-6%	-1%	nt	32%	0.4%
O=C(NC1CCCCC1)c1ccc2[nH]c(=O)c(=O)[nH]c2c1	-9%	-0.3%	12%	-4%	-8%	-2%	nt	22%	1.5%
CCOC(=O)CCSCC(=O)Nc1cc(C)on1	-3%	-0.5%	7%	nt	nt	3%	nt	7%	1.0%
COc1ccc(C(=O)NCC(c2ccco2)N2CCc3ccccc32)c(OC)c1 (stereo not drawn)	-9%	nt	4%	nt	nt	1%	nt	15%	?
CNc1nc(-c2ccc(OC)cc2)c(-c2ccc(OC)cc2)s1	0%	-0.1%	-4%	-4%	7%	1%	2.0%	12%	0.4%
COc1ccc(C(=O)[C@H]2[C@H]3C(=O)N(c4ccc(OC(C)=O)cc4)C(=O)[C@H]3C3C=CC=NN32)cc1 (stereo partly drawn)	-4%	0.2%	6%	-7%	-2%	-7%	nt	23%	0.2%
COc1ccccc1N1CCN(CC(O)c2c(C)[nH]c3ccccc23)CC1 (stereo not drawn)	5%	1.0%	2%	-9%	-4%	-6%	nt	3%	3.4%
Cc1c(C(=O)Cc2ccccc2)n(C)c2ccccc12	3%	-1.1%	-10%	3%	0%	-1%	-0.3%	19%	1.3%
COC(=O)c1ccc(COC(=O)C(CCSC)NC(=O)COc2ccccc2)cc1 (stereo not drawn)	3%	0.1%	11%	0%	-7%	3%	nt	8%	0.4%
O=c1nc2ccc(Cl)cn2c2ccc(S(=O)(=O)N3CCOCC3)cc12	-12%	-0.1%	5%	2%	-29%	-11%	nt	-1%	1.2%
CCn1c(SCC(=O)Nc2ccccc2F)nc2c(c1=O)SC(C)C2 (stereo not drawn)	-1%	-0.4%	5%	2%	-4%	-7%	1.1%	2%	1.0%
Cn1cc([N+](=O)[O-])c(C(=O)Nc2cc(Oc3ccccc3)cc([N+](=O)[O-])c2)n1	16%	0.5%	7%	-3%	-2%	-4%	-1.2%	15%	-0.6%
COc1ccc2[nH]c(=O)c(CN(CCO)S(=O)(=O)c3ccc(C)cc3)cc2c1	nt	-0.6%	9%	1%	-6%	-5%	-2.1%	nt	-0.1%
CCCN(CCC)CCNS(=O)(=O)c1ccc2c(c1)oc(=O)n2C	4%	-0.2%	-4%	-8%	-2%	4%	nt	9%	0.0%
c1ccc(C2[C@H]3CN(Cc4cccnc4)[C@H](c4ccccc4)C34CC2(c2ccccc2)C4)cc1 (stereo partly drawn)	4%	-0.1%	9%	-1%	1%	-1%	nt	15%	6.3%
CCCn1nnnc1SCC(=O)Nc1ccc(F)cc1	6%	0.4%	5%	5%	-9%	0%	1.6%	-79%	1.7%
COc1cc2c(cc1OC)C(c1cccc(Br)c1)CC(=O)N2 (stereo not drawn)	-6%	-1.3%	-6%	7%	-12%	-16%	nt	7%	0.8%
COc1ccc2c(c1)N(S(=O)(=O)c1ccccc1)CCC2=O	15%	-0.8%	9%	0%	-2%	-3%	-0.4%	-2%	1.3%

Retrieved by compound from above:
SMILES	Salmonella PhoP GFP	West Nile virus CPE	Rac1 GTP hydrolysis	GPR35 arrestin U2OS	LYP inhibition	NS5 inhibitors	ER stress rescue	Large T inhibition	RSV CPE inhibition	others
CCCN(CCC)CCNS(=O)(=O)c1ccc2c(c1)oc(=O)n2C	4%	-0.2%	-4%	-8%	-2%	4%	nt	9%	0.0%
COc1ccc2[nH]c(=O)c(CN(CCO)S(=O)(=O)c3ccc(C)cc3)cc2c1	nt	-0.6%	9%	1%	-6%	-5%	-2.1%	nt	-0.1%

(cont.)
SMILES	Salmonella PhoP GFP	West Nile virus CPE	Rac1 GTP hydrolysis	GPR35 arrestin U2OS	LYP inhibition	NS5 inhibitors	ER stress rescue	Large T inhibition	RSV CPE inhibition	others
Cc1cc(C)n(CC(=O)Nc2ccccc2)n1	-8%	0.5%	-4%	-13%	3%	1%	-0.1%	9%	0.5%
O=C1C=C(Nc2ccccc2C(=O)O)c2ccccc2C1=O	-21%	0.8%	10%	6%	-4%	>100µM*	nt	22%	-1.4%
O=C(NCCCN1CCOCC1)C1Cc2c(ccc3ccccc23)O1 (stereo not drawn)	11%	-0.2%	2%	4%	-9%	6%	0.3%	6%	1.8%
O=[N+]([O-])c1cccc2c(N3CCOCC3)ccnc12	-3%	-0.2%	4%	4%	-2%	-5%	0.8%	14%	4.9%
CCc1c(C)c2ccc(OCC(N)=O)cc2oc1=O	3%	0.6%	5%	3%	-8%	-6%	-3.5%	12%	4.5%	NS5 inhibitors pilot replicate=-3.3
CC(C)N1C(=O)c2ccccc2N(Cc2ccccc2)S1(=O)=O	-11%	-0.4%	2%	-2%	-5%	7%	nt	9%	2.2%
COc1ccc(NC(=O)Cc2ccc(C)c(C)c2)cc1Cl	-8%	-1.1%	2%	-9%	5%	4%	nt	2%	1.4%
Cc1cc(C(=O)Nn2c(-c3ccncc3)nc3ccccc3c2=O)ccc1[N+](=O)[O-]	-1%	0.3%	1%	0%	-7%	-4%	-1.0%	20%	0.7%
CCc1ccc(C(=O)COC(=O)[C@@H](NC(N)=O)[C@@H](C)CC)cc1	-4%	0.2%	6%	-11%	0%	-10%	-2.7%	26%	0.1%
C=CCn1c(C(C)NC(=O)c2ccccc2)n[nH]c1=S (stereo not drawn)	3%	0.3%	4%	5%	-10%	-5%	-0.9%	5%	-1.4%
CCOC(=O)c1ccc(NC(=O)c2ccccc2[N+](=O)[O-])cc1	-1%	-1.0%	8%	11%	-4%	-2%	-1.2%	5%	4.3%
COc1ccc(-c2cn3cccnc3n2)cc1NC(=O)C(C)C	-6%	-0.1%	-4%	-7%	-13%	-5%	nt	13%	4.1%
CC1CCC(NC(=O)c2ccc(NS(=O)(=O)c3ccc4[nH]c(=O)[nH]c4c3)cc2)CC1 (stereo not drawn)	2%	nt	4%	nt	nt	2%	nt	6%	0.9%
COc1n[nH]c(C(=O)NCc2ccccc2)c1[N+](=O)[O-]	-10%	0.5%	1%	-5%	-3%	-5%	-0.4%	2%	2.0%
O=C(Nc1cccnc1Cl)c1cc(-c2ccc(F)cc2)on1	5%	3.2%	2%	0%	-14%	-12%	nt	2%	0.9%
Cc1ccc(C(=O)C[n+]2cc(-c3ccccc3)n3c2CCCCC3)cc1	12%&-3%	?	4%&2%	-6%&-5%	-4%&2%	-5%	4.9%&-1.4%	-6%&1%	2.3%&-1.4%
Cc1ccc(-c2nnc(SCC(N)=O)n2C)cc1	9%	0.3%	0%	-1%	-6%	-6%	-1.2%	4%	-0.2%
O=C(NCc1ccccn1)c1cc(S(=O)(=O)N2CCN(c3ccccc3)CC2)ccc1Cl	6%	-0.7%	4%	4%	-3%	-3%	-0.1%	2%	16%
O=C(Cn1cnc([N+](=O)[O-])c1)NC1CCCC1	-3%	-0.1%	8%	-5%	0%	-10%	0.5%	8%	1.1%
O=C(COc1ccc(S(=O)(=O)N2CCOCC2)cc1Cl)NCc1ccco1	-3%	0.0%	7%	2%	-3%	-12%	nt	10%	3.5%
CC1Cc2ccccc2N1S(=O)(=O)c1cnc(Cl)c(Br)c1 (stereo not drawn)	-3%	0.3%	6%	-8%	-2%	8%	nt	14%	0.4%
O=C(CN1CCN(S(=O)(=O)c2ccc(Br)cc2)CC1)Nc1ccc(F)cc1F	5%	-0.5%	8%	7%	-5%	2%	-1.4%	7%	0.4%
Cc1nc(Nc2ccccc2)c2oc3ccc(Cl)cc3c2n1	-1%	-1.0%	7%	13%	-7%	-3%	nt	6%	0.9%
CCOc1ccccc1N(CC(=O)N/N=C(\C)c1cccc(Br)c1)S(C)(=O)=O	0%	-0.6%	5%	-5%	2%	-10%	1.5%	3%	2.4%
c1ccc(-n2nnnc2NCCc2c[nH]c3ccccc23)cc1	19%	-0.1%	6%	14%	-4%	-3%	-2.8%	27%	3.0%
COc1cccc(/C=C2\SC(=O)NC2=O)c1OCc1ccc(C(=O)O)cc1	-11%	0.7%	15%	-9%	2%	18%	1.2%	11%	0.8%
CCn1c(=O)cc(OCC(=O)NCc2cccs2)c2ccccc21	0%	-0.3%	9%	-3%	-7%	4%	-0.8%	7%	2.2%
C=CCN1C(=O)/C(=C/c2ccc(N(C)C)cc2)S/C1=N\c1nnc(CC)s1	-20%	nt	nt	23%	4%	nt	-0.5%	-5%	nt
CC(C)(C)N1C(=O)c2ccccc2NC(=O)N1Cc1ccccc1	2%	0.6%	6%	-1%	-7%	-2%	0.9%	4%	3.1%
O=C(Cc1ccccc1)NCCc1cnc[nH]1	-2%	-0.1%	7%	14%	-7%	-1%	nt	5%	0.7%
CC(=O)Nc1ccc(NC(=O)C(C)OC(=O)C2CCN(S(=O)(=O)c3ccc4c(c3)OCCO4)CC2)cc1 (stereo not drawn)	-4%	nt	13%	nt	nt	-4%	nt	9%	0.1%
